Screening data from PubChem BioAssay.
NR2E3 ag-1: NR2E3 agonists in two-hybrid cells, primary screen, cell-based, luminescence, CHO-S, Gal4-NCOR/VP16-NR2E3; 0.35% of 360,000 active; luciferase; AID 602229, 2012; inhibition of corepressor binding, % at 3.98 µM; Photoreceptor-specific nuclear receptor (Homo sapiens), Q9Y5X4;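 active = inhibition above the mean of all tested compounds plus 3 SD, cut at about 70% in these data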;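 also: 0% = DMSO with NR2E3 transfected cells and 100% = cells lacking NR2E3 construct; higher means lower luciferase signal from less NR2E3 corepressor binding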
Target sequence (Q9Y5X4 whole entry, looked up, the tested form may be a part): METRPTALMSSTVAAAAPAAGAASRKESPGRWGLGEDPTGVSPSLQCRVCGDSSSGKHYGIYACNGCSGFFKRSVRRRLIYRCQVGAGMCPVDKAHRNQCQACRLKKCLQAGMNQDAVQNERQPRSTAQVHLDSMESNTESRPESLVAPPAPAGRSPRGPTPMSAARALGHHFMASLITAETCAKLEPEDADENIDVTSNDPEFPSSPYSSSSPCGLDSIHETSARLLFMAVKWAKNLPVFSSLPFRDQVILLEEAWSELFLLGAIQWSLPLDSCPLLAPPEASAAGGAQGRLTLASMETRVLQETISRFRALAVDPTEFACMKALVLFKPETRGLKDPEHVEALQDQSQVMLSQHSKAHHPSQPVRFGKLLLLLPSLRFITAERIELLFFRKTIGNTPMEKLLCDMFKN
KKLEB cytotox: cytotoxicity in KKLEB CF airway cells, primary screen, cytotoxicity control for CF NF-kB inhibitor project, cell-based, uHTS, fluorescence assay plates; KKLEB CF airway cells viability, ATPlite luminescence, overnight; hits give low values; cells stimulated with P. aeruginosa culture filtrate; activity change (cytotoxicity), % at 5 µM; 0.36% of 360,000 active; AID 602141, 2011;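 active = corrected activity change at or below -50% at 5 µM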
MITF TRPM1 inh: inhibitors of MITF-dependent TRPM1 promoter reporter, primary screen, cell-based, SK-MEL-5, single point, luciferase | inhibition, % at 12.5 µM | SK-MEL-5 TRPM1 promoter luciferase, 24 h | 0.83% of 330,000 active;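 active = mean inhibition across replicates of 60% or more, whatever share of single replicates reaches that level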; also: values of inactives mirror those of a sister screen read the other way
Peg3 prom inh: Peg3 promoter-driven luciferase inhibitors, primary screen, cell-based, HeLa, luciferase luminescence; HeLa PEG-Prom luciferase reporter, overnight; inhibition, % at 20 µM; 1.7% of 360,000 active; AID 588405, 2011;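 active = inhibition of at least 50% at 20 µM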
NR2E3 ag-2: inhibitors of NR2E3-RetCOR corepressor binding, primary screen, NR2E3 agonist project, biochemical, TR-FRET, GST-NR2E3, biotin-RetCOR. Photoreceptor-specific nuclear receptor (Homo sapiens), Q9Y5X4. 1536-well. inhibition of corepressor binding, % at 4.78 µM. 0.12% of 320,000 active. AID 2300, 2010;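 active = percent inhibition above the cutoff of mean plus 3 SD of all tested compounds, set per screening campaign, cut at about 20% in these data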;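 also: 0% = DMSO wells and 100% = biotin wells as full block of FRET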
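Format: 1536-well format; test system: GST-NR2E3 and biotin-RetCOR proteins; read-out basis: percent inhibition of TR-FRET ratio; timing: 5 h incubation at 4 °C; detection: time-resolved FRET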
C8 TRAIL sens: viability loss with TRAIL in NB7+C8 cells, primary screen, TRAIL sensitizer project, cell-based, ATPlite luminescence. 1% of 360,000 active. AID 624354, 2012. inhibition (viability loss, TRAIL sensitization), % at 10 µM;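 active = compounds causing at least 50% loss of cell viability in the single-dose screen, relative to plate controls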
HIF-2a inh: HIF-2a reporter inhibitors, primary screen, luminescence, 786-0 RCC cells. 786-0 RCC cells HIF-2a reporter, luciferase luminescence, overnight. inhibition, % at 18.8 µM. 0.72% of 360,000 active. AID 624352, 2012;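 active = inhibition of the luminescence signal of 40% or more relative to plate controls, in a single-dose primary screen at 18.75 µM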
CF NFkB block: inhibitors of PAF-induced NF-kB signaling, primary screen, cell-based, GFP fluorescence, uHTS | inhibition, % at 5 µM | 0.86% of 360,000 active | KKLEB NF-kB-GFP reporter, GFP fluorescence overnight;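 active = at least 50% inhibition at 5 µM, scaled per plate between neutral and stimulator controls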;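 also: PAF is a Pseudomonas aeruginosa culture filtrate used as stimulus; plate controls were PAF-stimulated DMSO wells for no effect and unstimulated DMSO wells for full effect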
TWEAK-Fn14 inh: inhibitors of TWEAK-Fn14 signaling, primary screen, luciferase reporter cells, uHTS | TWEAK-stimulated Fn14 reporter cells, luciferase luminescence, 8 h | inhibition, % at 10 µM | 2% of 360,000 active | AID 1159606, 2016; in the data active = inhibition above about 50%
Shn3 3UTR inh: reduction of Shn3 3'UTR firefly luciferase signal, primary screen, Schnurri-3 inhibitor project, cell-based, Clone20 osteoblasts, set 2; Clone20 osteoblast Shn3 3'UTR firefly luciferase, 24 h; inhibition, % at 12.5 µM; 0.52% of 360,000 active; AID 588674, 2011;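 active = mean inhibition of at least 75% with every replicate also reaching 75%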;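 also: 0% = median of neutral control wells and 100% = pilot-screen positive control compound; some compounds past the cut are filed as inactive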
TROY NFkB inh: inhibitors of TROY-driven NF-kB signaling, primary screen, Q293 LMP1-TROYcd cells, NF-kB luciferase, uHTS | 0.98% of 360,000 active | Q293 LMP1-TROYcd NF-kB luciferase reporter, 4 h | inhibition, % at 10 µM | AID 1347056, 2019;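 active = compounds whose plate-normalised and pattern-corrected inhibition of the luciferase reporter signal at the single screening dose is 50% or more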
Starred values were filed as active, the others as inactive; . = not tested or not shown; & = joins results of further samples. Not all compounds are listed, so the mix of outcomes need not match the whole.

The opening 10 entries as a preview:
SMILES | NR2E3 ag-1 | KKLEB cytotox | MITF TRPM1 inh | Peg3 prom inh | NR2E3 ag-2 | C8 TRAIL sens | HIF-2a inh | CF NFkB block | TWEAK-Fn14 inh | Shn3 3UTR inh | TROY NFkB inh
CC(=O)c1ccc(NC(=O)Cn2nc(C)cc2C)cc1 | -8 | 5 | 3 | 5 | 3 | 8 | 18 | 11 | 6 | 1 | -1
Cc1c(C#N)c(N)nc2c3c(sc12)NC(=O)CC3c1ccc(F)cc1 (stereo not given) | 9 | -2 | 2 | 24 | 0 | 7 | 9 | -13 | -26 | 28 | -17
O=[N+]([O-])c1ccc(N2CCN(C(=S)Nc3ccccc3)CC2)cc1 | -9 | 7 | -8 | 3 | 1 | -5 | 5 | -12 | -4 | 48 | 1
CCCCN(C=O)c1c(CC)nc2ccc(C(=O)Nc3cc(-c4ccccc4)ccc3OC)cn12 | -39 | -24 | . | 29 | . | 15 | -1 | 27 | 32 | 23 | 31
COc1ccc2c(c1)c(CC(=O)Nc1ccccc1OC)c(C)n2C(=O)c1ccc(Cl)cc1 | -23 | -2 | 13 | 27 | 4 | -5 | 20 | 7 | 14 | 79 | 13
CCC1C(=O)N=C(SCC(=O)Nc2cccc3ccccc23)NC1=O (stereo not given) | -6 | 4 | 11 | -11 | 2 | -1 | 2 | -1 | 13 | 8 | 4
Cc1ccc(-n2c(O)c(/C=N/n3cnnc3)c3ccccc3c2=O)cc1 | 14&-3 | 6&2 | 3&-6 | 12&5 | 0&3 | 12&-3 | 0&-7 | 12&4 | 8&12 | 6&-12 | -41&-6
CC(C)Nc1nnc(Sc2ccc(Cl)cc2[N+](=O)[O-])s1 | 11 | -5 | -2 | 16 | 0 | -18 | 32 | -1 | 10 | 33 | 1
CC(=O)Nc1ccc(SCc2csc(C)n2)cc1 | -20 | 8 | 4 | -33 | 5 | -10 | -40 | -8 | 15 | -4 | 5
COc1ccc2cc(C(=O)C3CCCN(C(=O)CCc4ccccn4)C3)ccc2c1 (stereo not given) | -35 | -6 | -16 | -77 | 0 | 6 | -156 | 0 | -7 | -20 | -37

The listing, repeating the preview:
SMILES | NR2E3 ag-1 | KKLEB cytotox | MITF TRPM1 inh | Peg3 prom inh | NR2E3 ag-2 | C8 TRAIL sens | HIF-2a inh | CF NFkB block | TWEAK-Fn14 inh | Shn3 3UTR inh | TROY NFkB inh
CC(=O)c1ccc(NC(=O)Cn2nc(C)cc2C)cc1 | -8 | 5 | 3 | 5 | 3 | 8 | 18 | 11 | 6 | 1 | -1
Cc1c(C#N)c(N)nc2c3c(sc12)NC(=O)CC3c1ccc(F)cc1 (stereo not given) | 9 | -2 | 2 | 24 | 0 | 7 | 9 | -13 | -26 | 28 | -17
O=[N+]([O-])c1ccc(N2CCN(C(=S)Nc3ccccc3)CC2)cc1 | -9 | 7 | -8 | 3 | 1 | -5 | 5 | -12 | -4 | 48 | 1
CCCCN(C=O)c1c(CC)nc2ccc(C(=O)Nc3cc(-c4ccccc4)ccc3OC)cn12 | -39 | -24 | . | 29 | . | 15 | -1 | 27 | 32 | 23 | 31
COc1ccc2c(c1)c(CC(=O)Nc1ccccc1OC)c(C)n2C(=O)c1ccc(Cl)cc1 | -23 | -2 | 13 | 27 | 4 | -5 | 20 | 7 | 14 | 79 | 13
CCC1C(=O)N=C(SCC(=O)Nc2cccc3ccccc23)NC1=O (stereo not given) | -6 | 4 | 11 | -11 | 2 | -1 | 2 | -1 | 13 | 8 | 4
Cc1ccc(-n2c(O)c(/C=N/n3cnnc3)c3ccccc3c2=O)cc1 | 14&-3 | 6&2 | 3&-6 | 12&5 | 0&3 | 12&-3 | 0&-7 | 12&4 | 8&12 | 6&-12 | -41&-6
CC(C)Nc1nnc(Sc2ccc(Cl)cc2[N+](=O)[O-])s1 | 11 | -5 | -2 | 16 | 0 | -18 | 32 | -1 | 10 | 33 | 1
CC(=O)Nc1ccc(SCc2csc(C)n2)cc1 | -20 | 8 | 4 | -33 | 5 | -10 | -40 | -8 | 15 | -4 | 5
COc1ccc2cc(C(=O)C3CCCN(C(=O)CCc4ccccn4)C3)ccc2c1 (stereo not given) | -35 | -6 | -16 | -77 | 0 | 6 | -156 | 0 | -7 | -20 | -37
CC1(c2nc3ccccc3[nH]2)c2ccccc2C(=O)N1C1CC1 (stereo not given) | -11 | . | . | . | . | -13 | 6 | . | -14 | . | -9
COc1ccc(-c2cc(C(F)(F)F)nc(SCC(=O)Nc3ccc4c(c3)OCO4)n2)cc1OC | 12 | -48 | 1 | -59 | 1 | 13 | 7 | 28 | -23 | 25 | -4
CCCCN(CC)S(=O)(=O)c1ccc2c(c1)n(C)c(=O)c(=O)n2C | 11 | -3 | 1 | 7 | 3 | -7 | 19 | 5 | 0 | -19 | -2
CC(=O)c1ccc(-n2c(CCC(=O)O)ccc2-c2ccc(Cl)cc2)cc1 | -29 | -12 | 9 | 15 | 0 | -10 | 18 | 0 | 5 | -25 | -6
Cc1ccccc1C(=O)NC(=S)Nc1ccc2[nH]c(=O)[nH]c2c1 | 2 | 6 | -5 | 5 | -1 | -10 | -5 | 12 | -15 | 12 | -7
CSc1ccccc1OCc1cc(C(=O)N(C)CCn2nc(C)cc2C)no1 | -34 | 10 | -16 | -86 | 2 | -1 | -111 | -3 | -15 | -6 | -27
CCCCCn1c(N2CCCC2)nc2c1c(=O)n(C)c(=O)n2C | -5 | 6 | 3 | 16 | 3 | 3 | 23 | -15 | 5 | 13 | 12
CCOC(=O)C1=C(N)n2c(s/c(=C\c3cccs3)c2=O)=C(C(=O)OCC)C1c1cccs1 (stereo not given) | -33 | -10 | 26 | -6 | 1 | 5 | -1 | 30 | 6 | -13 | 14
C1CCc2nnc(-c3nnc4n3CCCCC4)n2CC1 | -13 | -11 | -1 | 16 | 4 | -6 | 14 | 1 | 15 | 0 | .
CC(=O)C1=C(O)C(=O)N(c2ccc(Br)cn2)C1c1ccc(Br)cc1 (stereo not given) | -14 | 0 | -19 | -79 | 4 | -2 | -163 | 11 | 11 | -31 | -25
O=C(NCCCN1CCOCC1)c1cc2c([nH]c3ccccc32)c(-c2cccc(Br)c2)n1 | -1 | 7 | . | 16 | -1 | 5 | -8 | -100 | -28 | 11 | 2
Cn1c(N)c(C(=O)COC(=O)CCCc2c[nH]c3ccccc23)c(=O)n(C)c1=O | -19 | 7 | 6 | 2 | -1 | 0 | -4 | -28 | 0 | 4 | 4
O=C(NCc1ccccc1)c1ccc(Cl)c(NC2=NC3CS(=O)(=O)CC3S2)c1 (stereo not given) | 6 | -11 | . | -1 | 3 | 12 | -1 | 15 | -1 | 7 | -19
COc1cc(NC(=O)COc2ccccc2C)ccc1NC(=O)c1ccco1 | -9 | 8 | -5 | -22 | 4 | -6 | -30 | -28 | 3 | 15 | 14
Cc1ccccc1Nc1scc(-c2ccc(Br)cc2)[n+]1-c1ccccc1C | -27 | 4 | -2 | 35 | 3 | 10 | -34 | 5 | 1 | 13 | 19
O=C(Cc1n[nH]c(=O)c2ccccc12)OCC(=O)c1ccc(OC(F)F)cc1OC(F)F | 4 | -2 | -2 | 4 | -1 | 5 | 1 | 0 | -9 | 2 | 15
CCOc1ccc(Br)cc1CNc1ccc2c(c1)OCCO2 | -3 | 2 | 10 | -57 | -1 | -2 | 3 | -6 | 83* | 21 | 87*
CCOc1nc(C)ccc1-c1noc(-c2ccco2)n1 | -11 | -9 | -43 | -126 | -1 | 9 | -125 | 2 | 3 | -10 | -55
COCC(C)NC(=O)/C(=C/c1ccccc1)c1ccccc1 (stereo not given) | -8 | 3 | 5 | 1 | 1 | 9 | 18 | -7 | 2 | 18 | 8
COC(=O)C1=CN(Cc2ccc(OC)c(OC)c2)C=C(C(=O)OC)C1c1ccc(F)cc1 | -20 | -8 | 13 | 32 | 0 | 7 | 18 | 23 | -19 | 25 | 9
COc1ccc(N=Cc2c(O)[nH]c3ccccc23)cc1 | -121 | 17 | -74 | -264 | -6 | 24 | -264 | 8 | 29 | -75 | -44
COc1ccc(CC(NC(C)=O)C(=O)NC2CCN(c3c(Cc4ccccc4)c(C)nc4ncnn34)CC2)c(OC)c1 (stereo not given) | -3 | -10 | . | 26 | 2 | -9 | 16 | 11 | 1 | 12 | 14
Cc1onc(-c2ccccc2Cl)c1C(=O)NC(=S)Nc1ccccc1C(N)=O | -16 | 16 | 5 | 12 | 4 | -23 | 17 | -5 | -8 | -4 | -12
Nc1ncnc2c1ncn2[C@@H]1O[C@H](COP(=O)(O)O)[C@@H](O)[C@H]1O | -4 | 9 | -4 | -12 | 3 | -10 | -8 | 5 | -30 | 5 | 2
COc1cc2ccccc2cc1C(=O)OCc1nc2ccsc2c(=O)[nH]1 | 10 | 1 | -19 | -3 | 7 | 3 | -17 | 5 | -45 | -11 | 2
Nc1ncnc2c1ncn2CCNCCc1ccccc1 | 14 | -6 | 0 | -4 | -1 | -11 | 9 | -2 | 8 | 6 | 8
Cc1ccc(S(=O)(=O)Cn2nnnc2C(CC(C)C)N2CCN(c3ccccc3)CC2)cc1 (stereo not given) | 5 | 10 | 3 | 14 | 0 | 18 | 13 | 10 | 7 | -1 | -14
CCOc1ccccc1Nc1nnc(SCC(=O)N(C)C2CCS(=O)(=O)C2)s1 (stereo not given) | 1 | -6 | -3 | 12 | . | -16 | 4 | 29 | 1 | -6 | 12
COc1ccc(NC(=O)C2Cc3c(-c4ccc(NC(C)=O)cc4)ccnc3O2)cc1 (stereo not given) | -34 | 3 | . | 21 | . | 0 | 7 | -2 | -3 | 2 | 14
CC(C)c1ccc(NC(=O)CSc2nc(=O)n(CCCN3CCOCC3)c3c2CCCC3)cc1 | -2 | 4 | 12 | 4 | 2 | -9 | 2 | 26 | 3 | -2 | 17
Cc1ccc(NC(=O)COC(=O)c2cccc3c(=O)c(C)c(-c4ccccc4)oc23)cc1 | -13 | -12 | -2 | -7 | 1 | 1 | 18 | 8 | 8 | -11 | -1
